Screening data deposited in PubChem by several laboratories.
Siah-1 displacement – blockers of Siah-1 interaction with plectin peptide – biochemical, fluorescence polarization, rhodamine-plectin, uHTS, primary screen (AID 1817); Siah-1 / rhodamine-plectin peptide fluorescence polarization; higher % means a stronger effect; one-dose displacement, % at 20 µM; IC50 in µM for titrated hits; 290,000 tested, 0.02% active;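 active = displacement of at least 50% at 20 µM, with a fluorescence ratio check between 0.3 and a set limit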;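 note: plate controls were Siah plus tracer with DMSO for no effect and tracer alone without Siah for full effect; strong numbers were not always called active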
K1F lysis inhibition – protection from phage-mediated lysis, alamar blue read-out – E. coli UTI89, K1F phage, bacterial capsule biogenesis inhibitors (AID 488966); inhibition, % at 100 µM; hits with a dose series show IC50 in µM; 340,000 tested, 0.02% active; E. coli UTI89 K1F phage lysis, alamar blue, 2 h; higher % means a stronger effect;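 active = phage lysis inhibition, versus mean bacterial control, above a set limit; inconclusive = no clear call, values can overlap the other calls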;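 note: capsule biogenesis inhibitors block K1F phage lysis so surviving cells raise fluorescence; higher fluorescence means more inhibition of phage lysis; actives were called in the ten point dose series up to 300 µM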
Rac1 GTP hydrolysis – MgcRacGAP GTPase-activating activity inhibitors, confirmation, biochemical, ADP Hunter fluorescence | MgcRacGAP-stimulated Rac1 GTP hydrolysis, ADP Hunter fluorescence; higher % means a stronger effect; GST-tagged Rac1 F28L mutant substrate | inhibition, % at 30 µM; hits with a dose series show IC50 in µM | 340,000 tested, 0.6% active;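 active = first-screen hits whose inhibition reached a set limit at any dose in the follow-up dose series; inconclusive = inhibition above the set first-screen limit but never retested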;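 note: fluorescence reports GDP produced by GAP-driven GTP hydrolysis; strong numbers were not always called active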
RSV antiviral HEp-2 – inhibition of RSV-induced cytopathic effect – HEp-2 cells, primary 10 µM value included (AID 2391). HEp-2 cells, RSV-induced CPE inhibition; higher % means a stronger effect. one-dose CPE inhibition, % at 10 µM; IC50 in µM for titrated hits. 310,000 tested, 0.13% active; in the data active = a potency from the dose series; inconclusive = CPE inhibition mostly from about 23% at the one dose, without a potency; inactive = the rest, 99 in 100 with CPE inhibition below about 21%; note: strong numbers were not always called active
West Nile antiviral – inhibition of WNV-induced cytopathic effect – cell-based, CPE readout (AID 1621); 290,000 tested, 0.02% active; one-dose CPE inhibition, % at 10 µM; IC50 in µM for titrated hits; West Nile virus-infected cells, CPE inhibition; higher % means a stronger effect; in the data active = a potency from the dose series; inconclusive = CPE inhibition mostly from about 3.7% at the one dose, without a potency; inactive = the rest, 99 in 100 with CPE inhibition below about 2.2%; note: strong numbers were not always called active
NTR1 agonist – agonists of NTR1, primary screen, imaging, U2OS cells, beta-arrestin-GFP, high content (AID 493036). NTR1-U2OS beta-arrestin-GFP spot imaging, agonist mode. activation, % at 20 µM. 330,000 tested, 0.17% active;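 active = activation at or above 40% of the spot to cytoplasm intensity ratio, with at least 20 cells analyzed; inconclusive = wells under 20 cells, flagged as cytotoxic or low count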;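 note: 0% = DMSO without peptide and 100% = 100 nM NTR1 peptide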
Target sequence (P30989 whole entry, looked up): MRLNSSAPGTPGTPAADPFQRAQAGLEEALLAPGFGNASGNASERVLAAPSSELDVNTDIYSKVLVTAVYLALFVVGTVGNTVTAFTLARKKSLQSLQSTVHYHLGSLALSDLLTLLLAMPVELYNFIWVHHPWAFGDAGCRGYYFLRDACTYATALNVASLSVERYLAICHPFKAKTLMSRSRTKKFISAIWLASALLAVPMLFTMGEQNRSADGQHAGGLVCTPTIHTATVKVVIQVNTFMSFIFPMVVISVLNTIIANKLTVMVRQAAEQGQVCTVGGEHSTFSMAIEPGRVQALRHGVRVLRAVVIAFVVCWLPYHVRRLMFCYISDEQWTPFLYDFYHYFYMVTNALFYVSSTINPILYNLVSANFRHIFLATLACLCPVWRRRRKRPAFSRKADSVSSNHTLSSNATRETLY
AID2073 – disruptors of CaV2.2 binding to Mint1 – biochemical, HTRF (AID 2073); HTRF protein-protein interaction, Mint1-CaV2.2; higher % means a stronger effect; inhibition, % at 20 µM, or IC50 in µM where a hit was titrated; 290,000 tested, 0.19% active; in the data active = inhibition mostly above about 51%, no sharp cut-off; inconclusive = no clear call, values can overlap the other calls; inactive = mostly below about 53%; note: some results filed as inactive read as strong as hits
NS5 inhibitors – flavivirus cap methylation enzyme inhibition – biochemical, confirmation dose response, primary screen (AID 588689); Dengue-2 NS5 methyltransferase capping enzyme assay, biochemical; higher % means a stronger effect; inhibition, % at 25 µM; hits with a dose series show IC50 in µM; 340,000 tested, 0.3% active; in the data active = a potency from the dose series; inconclusive = inhibition above about 29% without an active follow-up result
SV40 large T antigen – SV40 large T antigen inhibitors, biochemical (AID 1903); inhibition, % at 20 µM; hits with a dose series show IC50 in µM; 310,000 tested, 0.39% active; SV40 large T antigen ATPase/helicase inhibition assay; higher % means a stronger effect; in the data active = a potency from the dose series; inconclusive = inhibition mostly from about 32% at the one dose, without a potency; inactive = the rest, 99 in 100 with inhibition below about 32%; note: strong numbers were not always called active
NTR1 agonist cell count 20 µM – further read-out of NTR1 agonist, marked with its call; cell count; measured here: cell count, cytotoxicity flag
NS5 inhibitors pilot replicate – also measured in NS5 inhibitors; calls as there; inhibition, %; measured here: pilot screen replicate inhibition
* = called active by the depositor; ? = inconclusive; · = not tested or not shown; [ ] = remark or other dose.

SMILES	Siah-1 displacement	K1F lysis inhibition	Rac1 GTP hydrolysis	RSV antiviral HEp-2	West Nile antiviral	NTR1 agonist	NTR1 agonist cell count 20 µM	AID2073	NS5 inhibitors	SV40 large T antigen	others
CC(C)c1ccc(N2C(=O)C(Cl)=C(N3CCOCC3)C2=O)cc1	5%	-0.1%	5%	0.2%	-0.3%	1.5	66	32%	69µM*	10%
CC(C)Oc1ccccc1/C=N/NC(=O)C1CCCC1	2%	0.2%	3%	2.1%	-0.1%	-0.2	68	1%	-2%	11%
O=C1c2ccccc2C(=O)N1c1ccc(S(=O)(=O)N2CCCCC2)cc1	6%	-0.4%	0%	0.5%	-0.2%	1.2	62	10%	-8%	10%
COc1ccc(CN2CCC(Oc3ccc(C(=O)N4CCCC4)cc3)CC2)c(F)c1	9%	0.5%	9%	1.2%	-0.3%	0.7	60	-2%	-3%	5%
CC(=O)c1csc(COc2cc(Cl)cc(Cl)c2)n1	15%	-0.4%	3%	-1.5%	1.9%	0.7	41	-8%	-4%	12%
CCn1c(SCC(=O)Nc2ccc(OC)c(S(=O)(=O)N3CCCCC3)c2)nnc1C1CC1	·	1.3%[50 µM]	0%	·	·	-2.3	53	·	-3%	·
Cc1c(/C=N/NC(=O)c2ccc3c(c2)OCO3)cnn1C	2%	1.2%	0%	-0.3%	0.1%	-4.4	66	-4%	-12%	0%
CCn1c(SCC(=O)Nc2ccccc2F)nnc1-c1cnccn1	2%	2.7%	9%	2.9%	1.4%	-0.9	64	0%	-2%	22%
CC12CCC(=O)N1C(C(=O)NNC(=O)c1ccc(Br)cc1)CS2 (stereo unspecified)	·	3.0%[50 µM]	2%	1.9%	·	1.2	71	·	-10%	·
CCCN1CCC(=NNc2ccc(S(=O)(=O)N(CC)CC)cc2[N+](=O)[O-])CC1	1%	0.1%	5%	0.0%	-0.4%	3.2	63	-10%	1%	7%
N/C(Cc1ccc(Cl)cc1)=N\OC(=O)Cc1ccc([N+](=O)[O-])cc1	1%	-0.3%	4%	2.6%	-0.7%	4.0	65	13%	-3%	6%
CCc1c(C(=O)N2CCN(c3ccccc3F)CC2)[nH]c(C)c1C(C)=O	-6%	0.4%	7%	10%	-0.5%	-2.0	91	-6%	-10%	18%
COc1cc(OC)cc(C(=O)Nc2c(F)cccc2F)c1	-8%	0.3%	3%	1.4%	-0.1%	-0.4	78	14%	-5%	14%
COc1ccccc1N1CCN(Cc2cccs2)CC1	-3%	0.4%	15%	1.1%	0.2%	0.4	64	-9%	-8%	8%
O=C1C=C(c2cccc(Br)c2)C[C@@H](c2ccc(F)cc2)C1	·	0.8%	5%	4.8%	·	7.8	61	·	2%	·

Some of these compounds in order of formula weight, rising.
SMILES	Siah-1 displacement	K1F lysis inhibition	Rac1 GTP hydrolysis	RSV antiviral HEp-2	West Nile antiviral	NTR1 agonist	NTR1 agonist cell count 20 µM	AID2073	NS5 inhibitors	SV40 large T antigen	others
CC(C)Oc1ccccc1/C=N/NC(=O)C1CCCC1	2%	0.2%	3%	2.1%	-0.1%	-0.2	68	1%	-2%	11%
Cc1c(/C=N/NC(=O)c2ccc3c(c2)OCO3)cnn1C	2%	1.2%	0%	-0.3%	0.1%	-4.4	66	-4%	-12%	0%
COc1ccccc1N1CCN(Cc2cccs2)CC1	-3%	0.4%	15%	1.1%	0.2%	0.4	64	-9%	-8%	8%
COc1cc(OC)cc(C(=O)Nc2c(F)cccc2F)c1	-8%	0.3%	3%	1.4%	-0.1%	-0.4	78	14%	-5%	14%
O=C1C=C(c2cccc(Br)c2)C[C@@H](c2ccc(F)cc2)C1	·	0.8%	5%	4.8%	·	7.8	61	·	2%	·
CCc1c(C(=O)N2CCN(c3ccccc3F)CC2)[nH]c(C)c1C(C)=O	-6%	0.4%	7%	10%	-0.5%	-2.0	91	-6%	-10%	18%
CCn1c(SCC(=O)Nc2ccccc2F)nnc1-c1cnccn1	2%	2.7%	9%	2.9%	1.4%	-0.9	64	0%	-2%	22%
O=C1c2ccccc2C(=O)N1c1ccc(S(=O)(=O)N2CCCCC2)cc1	6%	-0.4%	0%	0.5%	-0.2%	1.2	62	10%	-8%	10%
CC12CCC(=O)N1C(C(=O)NNC(=O)c1ccc(Br)cc1)CS2 (stereo unspecified)	·	3.0%[50 µM]	2%	1.9%	·	1.2	71	·	-10%	·
CCCN1CCC(=NNc2ccc(S(=O)(=O)N(CC)CC)cc2[N+](=O)[O-])CC1	1%	0.1%	5%	0.0%	-0.4%	3.2	63	-10%	1%	7%
COc1ccc(CN2CCC(Oc3ccc(C(=O)N4CCCC4)cc3)CC2)c(F)c1	9%	0.5%	9%	1.2%	-0.3%	0.7	60	-2%	-3%	5%

(cont.)
SMILES	Siah-1 displacement	K1F lysis inhibition	Rac1 GTP hydrolysis	RSV antiviral HEp-2	West Nile antiviral	NTR1 agonist	NTR1 agonist cell count 20 µM	AID2073	NS5 inhibitors	SV40 large T antigen	others
COc1ccc(Sc2cc(C(F)(F)F)nc(-c3ccccn3)n2)cc1	-1%	0.8%	8%	8.7%	0.0%	5.9	88	7%	-10%	0%
CS(=O)(=O)Nc1ccccc1NS(C)(=O)=O	-2%	·	·	·	0.7%	-0.4	44	1%	·	14%
CC(Sc1nc2ncc(Cl)cc2[nH]1)C(=O)NC1(C#N)CCCCC1 (stereo unspecified)	·	0.1%[50 µM]	3%	-0.3%	·	0.9	69	·	9%	·
CCN(CC(=O)Nc1ccc2c(c1)OCO2)Cc1nc2ccccc2c(=O)[nH]1	-2%	0.6%	-1%	3.2%	0.1%	-0.7	74	-4%	-6%	11%
COc1ccc([C@@H]2[C@H]3C(=O)N(c4cccc(C(F)(F)F)c4)C(=O)[C@H]3ON2C)cc1	-2%	-0.8%	1%	-0.5%	0.0%	0.9	57	3%	-3%	0%
O=C(CSc1nnnn1-c1ccccc1)NCC1(N2CCCCC2)CCCCC1	·	1.6%[50 µM]	2%	-0.3%	·	-0.1	93	·	-1%	·
CCN(CC)CCNC(=O)C12CC3CC(CC(C3)C1)C2	1%	1.6%	10%	0.7%	-0.2%	-0.2	51	-8%	-1%	7%
CC(=O)Nc1ccc(NC(=O)C(C)OC(=O)CNS(=O)(=O)c2ccc(Br)cc2Cl)cc1 (stereo unspecified)	-2%	-0.2%	-6%	0.3%	0.0%	-0.3	62	-2%	-5%	-5%
CCC(C)Nc1nc(-c2c[nH]c3ccccc23)cs1 (stereo unspecified)	1%	-0.8%	11%	9.6%	-0.9%	2.6	52	-7%	-4%	4%
Cc1ccccc1Nc1nnc(SCc2cc(=O)n3ccsc3n2)s1	-6%	-1.2%	5%	4.1%	0.4%	5.2	71	-25%	-8%	9%
CCNS(=O)(=O)c1ccc(C(=O)OCc2cc(=O)oc3cc(OC)ccc23)cc1	4%	-0.2%	7%	2.4%	0.0%	-0.1	59	10%	-7%	8%
COc1ccc(C(=O)CSc2n[nH]c(N)n2)cc1	-3%	1.4%	5%	1.5%	-0.4%	1.8	52	-2%	7%	10%
Cc1ccc(N(CC(=O)Nc2ccc(C)cc2C)S(=O)(=O)N2CCCC2)cc1	1%	-1.8%	-1%	0.8%	-0.9%	-0.7	60	-11%	-9%	3%
COc1cccc(C(=O)COC(=O)c2cccs2)c1	9%	0.0%[50 µM]	9%	1.5%	0.0%	-1.2	65	6%	-1%	17%
CN(C)C(CNC(=O)CSC(=S)N1CCCC1)c1ccccc1 (stereo unspecified)	·	-1.2%	-5%	·	·	-0.3	48	·	-5%	·
CC(C)C(O)(CC#CCN1CCCC1)c1ccccc1 (stereo unspecified)	-8%	0.4%	6%	0.1%	-0.2%	-0.8	36	-3%	-3%	18%
C=CCc1cccc(CNc2c(C)n(C)n(-c3ccccc3)c2=O)c1O	6%	1.1%	8%	0.8%	-0.9%	2.2	73	6%	-14%	5%	NS5 inhibitors pilot replicate=-9.4
Cc1ccc(CS(=O)Cc2ccc(C(=O)N3CCN(c4ccccn4)CC3)o2)cc1 (stereo unspecified)	6%	0.4%	9%	9.8%	-0.4%	0.8	72	6%	0%	18%
Oc1cccc2ccc(N3CCOCC3)nc12	3%	-0.2%[50 µM]	11%	3.4%	-0.1%	-0.1	82	13%	-3%	8%
CC[C@]1(c2ccccc2OC)C(=O)N(C(=O)OC)N1C(=O)OC	-10%	-0.7%	5%	1.6%	-0.5%	7.3	59	-4%	0%	28%
O=C(Nc1cccc(S(=O)(=O)NCc2ccco2)c1)c1ccc(Cl)cc1	·	-1.0%	1%	·	·	-0.3	49	·	2%	·
O=C(CCN1C(=O)c2cccc3cccc(c23)C1=O)Nc1ccccc1	-1%	1.5%	3%	1.1%	0.2%	1.5	70	14%	-2%	4%
O=C(Cn1c(=O)oc2cc(S(=O)(=O)NCc3ccccc3)ccc21)NCc1ccco1	-1%	2.1%	4%	1.5%	0.2%	-0.5	47	-2%	-6%	4%
Cc1ccc(C)c(-c2nnc(NC(=O)CS(=O)(=O)c3ccccc3)o2)c1	·	0.0%[50 µM]	1%	-0.5%	·	-0.7	62	·	-6%	13%
O=C(NCc1ccco1)/C(=C/c1cccnc1)NC(=O)c1ccco1	4%	-0.4%	2%	1.1%	1.3%	0.9	45	1%	-8%	7%
Cc1c(C(=O)Nc2cccnc2Cl)oc2ccccc12	-1%	0.1%	5%	?	0.6%	12	44	14%	-12%	1%
CC(=O)Oc1ccccc1/C=C1\CCOC1=O	-1%	5.6%	-1%	0.8%	0.3%	2.4	65	8%	-2%	9%

Arranged by SMILES length (low to high): some entries from above.
SMILES	Siah-1 displacement	K1F lysis inhibition	Rac1 GTP hydrolysis	RSV antiviral HEp-2	West Nile antiviral	NTR1 agonist	NTR1 agonist cell count 20 µM	AID2073	NS5 inhibitors	SV40 large T antigen	others
CC(=O)Oc1ccccc1/C=C1\CCOC1=O	-1%	5.6%	-1%	0.8%	0.3%	2.4	65	8%	-2%	9%
O=C(NCc1ccco1)/C(=C/c1cccnc1)NC(=O)c1ccco1	4%	-0.4%	2%	1.1%	1.3%	0.9	45	1%	-8%	7%
Cc1ccc(C)c(-c2nnc(NC(=O)CS(=O)(=O)c3ccccc3)o2)c1	·	0.0%[50 µM]	1%	-0.5%	·	-0.7	62	·	-6%	13%
